MEKK3 PB1 HTS: raises or lowers MEK5 binding to the human MEKK3 PB1 domain | Q99759 | bead-based flow cytometry, Alexa488-MEK5 binding to MEKK3; actives lie on both sides; 0 = blocked by unlabeled MEK5, 100 = vehicle | binding response (% of control), % at 10 µM | 290,000 tested, 1.4% active;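 active = binding response more than 3 SD above or below the average of its plate-row segment, actives on both sides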;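 note: Alexa488 bead fluorescence after subtracting the streptavidin-only scavenger bead signal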
PHOSPHO1 inh: inhibitors of human PHOSPHO1 phosphatase; Q8TCT1; recombinant PHOSPHO1, absorbance phosphatase assay; inhibition, % at 13.3 µM; 290,000 tested, 1.1% active; AID 1565; in the data active = inhibition above about 60%
Target sequence (Q8TCT1 whole entry, looked up): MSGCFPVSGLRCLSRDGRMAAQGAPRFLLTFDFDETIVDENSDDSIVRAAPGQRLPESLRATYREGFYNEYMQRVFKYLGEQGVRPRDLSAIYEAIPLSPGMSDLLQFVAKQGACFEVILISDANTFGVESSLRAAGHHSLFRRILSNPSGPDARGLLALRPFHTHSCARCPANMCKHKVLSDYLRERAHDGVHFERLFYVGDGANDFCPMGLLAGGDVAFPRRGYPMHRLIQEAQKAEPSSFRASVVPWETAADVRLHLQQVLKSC
CRFR2-BP antag: CRF-BP/CRF-R2 complex antagonism. 350,000 tested, 0.59% active. inhibition, % at 11.8 µM. HEK293 CRF-R2/CRF-BP, CRF-induced calcium fluorescence;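 active = inhibition of the ligand-induced calcium signal above about 50% at the single tested concentration, limit read from the data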
GalR3 antagonist: blocks the human galanin receptor 3. O60755. HEK293 GalR3-CNG cAMP membrane potential fluorescence; galR3 body fused to GalR1 C-terminus. inhibition, % at 3 µM. 360,000 tested, 0.44% active. AID 651719;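 active = inhibition above the screen-wide average plus 3 SD, cut at about 13% in these data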;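 note: forskolin and galanin both at EC90 stimulate the cells; cAMP rise reported by CNG channel membrane potential dye signal; 0% = forskolin plus galanin with DMSO and 100% = forskolin alone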
Target sequence (O60755 1-299 limits assumed): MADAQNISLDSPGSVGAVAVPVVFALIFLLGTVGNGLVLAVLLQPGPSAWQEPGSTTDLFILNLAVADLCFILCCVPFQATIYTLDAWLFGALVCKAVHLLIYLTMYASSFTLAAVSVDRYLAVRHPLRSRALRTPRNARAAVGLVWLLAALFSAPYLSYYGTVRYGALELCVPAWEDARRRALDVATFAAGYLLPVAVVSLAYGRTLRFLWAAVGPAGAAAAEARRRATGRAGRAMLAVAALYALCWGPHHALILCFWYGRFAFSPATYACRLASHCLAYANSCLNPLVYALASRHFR
M4 PAM: CHRM4 positive allosteric modulation; activation, % at 3 µM; 360,000 tested, 0.4% active; CHO-K1 hM4/Gqi5, Fluo-8 calcium fluorescence, ACh EC20; 0% = ACh EC20, 100% = maximal ACh; P08173; AID 624126;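 active = activation above its plate's cutoff, the mean activation of sample wells plus 3 SD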; note: some results filed as inactive read as strong as hits
IDE cell activ: boosts human insulin-degrading enzyme activity in HEK cells; P14735; FAbeta-B cleavage, fluorescence polarization; 0% vehicle, 100% cell-free pure enzyme wells; activation, % at 5.96 µM; 340,000 tested, 0.073% active; AID 493087;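 active = activation above the mean of all tested compounds plus 3 SD, set per screening campaign, cut at about 17% in these data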
p-CIP stab down: p/CIP protein destabilization. Q05BA5. F442A p/CIP-EGFP cells, EGFP fluorescence, 16 h. decrease of EGFP signal, % at 10 µM. 290,000 tested, 0.01% active;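 active = EGFP signal decrease of at least 30% at 10 µM or well 3 SD below plate mean, unless failing retest; inactive = the rest, including hits failing retest or dose response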; note: some compounds called inactive have numbers as strong as hits; many of its hits are not listed in these tables
CRFBP-R2 agonist: agonists of human CRF-binding protein/CRF-R2 receptor complex; HEK293 CRF-R2/CRF-BP, calcium dye fluorescence (FLIPR); percent of saturating CRF peptide response; activation, % at 13.2 µM; 350,000 tested, 0.46% active;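 active = activation of at least 50%, plus an integration ratio under a set limit after plate pattern correction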;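 note: plate controls were neutral control wells without compound for no effect and CRF at EC100 for full effect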
IDE cell inh: inhibitors of human insulin-degrading enzyme in cells. P14735. HEK cells, FAbetaB cleavage, fluorescence polarization. inhibition, % at 5.59 µM. 320,000 tested, 0.41% active;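 active = percent inhibition above the average of all tested compounds plus 3 SD, set per screening campaign, cut at about 16% in these data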;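 note: IDE supplied by intact live HEK cells; FP after avidin binding of uncleaved biotin substrate so inhibition keeps polarization high; 0% = DMSO wells and 100% = 60 µM reference IDE inhibitor Ii1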
* hit, by the source's call; . = no result given.

no. | Molecule | MEKK3 PB1 HTS | PHOSPHO1 inh | CRFR2-BP antag | GalR3 antagonist | M4 PAM
1 | Cc1ccnc(NC(=O)CCC(=O)N(CC(=O)NCCc2ccccc2)Cc2cccs2)c1 | 109 | -17 | -5 | -4 | 0
2 | COC(=O)c1sc2ccccc2c1-n1cccc1C(=O)C(=O)Nc1ccccc1 | 109 | 3 | 5 | -4 | -3
3 | COc1ccc(S(=O)(=O)N/N=c2\oc3c(OC)cccc3cc2S(=O)(=O)c2ccc(C)cc2)cc1OC | 104 | -1 | -13 | -6 | 1
4 | Cc1cccc(NC(=O)CNC(=O)c2ccc(-n3cncn3)c([N+](=O)[O-])c2)c1C | . | . | 8 | -3 | 15
5 | CCN1CCN(C(CNS(=O)(=O)c2ccc(C)cc2)c2ccccc2)CC1 (stereo unspecified) | 99 | 31 | -13 | -10 | -17
6 | O=C(CCC(=O)N(CC(=O)NC1CCCC1)c1ccccc1F)Nc1nccs1 | 100 | 32 | 2 | -7 | -7
7 | CCOC(=O)CCN(Cc1cccs1)S(=O)(=O)c1ccc(Cl)cc1 | 103 | 1 | 0 | . | -7
8 | Cc1sc2ncnc(SCC(=O)NCC3CCCO3)c2c1C (stereo unspecified) | . | . | 4 | -9 | 7

no. | IDE cell activ | p-CIP stab down | CRFBP-R2 agonist | IDE cell inh
1 | -2 | -2 | -0.9 | -1
2 | 0 | 2 | 2.9 | -3
3 | 2 | 22 | 1.7 | 2
4 | 4 | . | 0.4 | 0
5 | 0 | -1 | -0.1 | .
6 | 0 | 5 | -0.7 | 6
7 | 4 | -3 | 0.9 | -1
8 | 1 | . | -0.7 | 7

The list goes on; the last 6 above are carried over.
no. | Molecule | MEKK3 PB1 HTS | PHOSPHO1 inh | CRFR2-BP antag | GalR3 antagonist | M4 PAM
3 | COc1ccc(S(=O)(=O)N/N=c2\oc3c(OC)cccc3cc2S(=O)(=O)c2ccc(C)cc2)cc1OC | 104 | -1 | -13 | -6 | 1
4 | Cc1cccc(NC(=O)CNC(=O)c2ccc(-n3cncn3)c([N+](=O)[O-])c2)c1C | . | . | 8 | -3 | 15
5 | CCN1CCN(C(CNS(=O)(=O)c2ccc(C)cc2)c2ccccc2)CC1 (stereo unspecified) | 99 | 31 | -13 | -10 | -17
6 | O=C(CCC(=O)N(CC(=O)NC1CCCC1)c1ccccc1F)Nc1nccs1 | 100 | 32 | 2 | -7 | -7
7 | CCOC(=O)CCN(Cc1cccs1)S(=O)(=O)c1ccc(Cl)cc1 | 103 | 1 | 0 | . | -7
8 | Cc1sc2ncnc(SCC(=O)NCC3CCCO3)c2c1C (stereo unspecified) | . | . | 4 | -9 | 7
9 | C/C(CC(=O)Nc1cccc(C(F)(F)F)c1)=N\NC(=O)c1ccncc1 | 103 | 37 | 1 | -10 | -9
10 | Cc1ccc(-c2ccc(C(=O)Nc3cccc(F)c3)o2)c2ccccc12 | 79 | -1 | -16 | -7 | 2
11 | CCn1c(=O)c([N+](=O)[O-])c(N2CCSCC2)c2ccccc21 | 68 | -4 | -9 | 3 | -4
12 | CCc1nc2ccccc2c(NC(=O)CN2CCC(C)CC2)c1C | 101 | 2 | -8 | -4 | -4
13 | O=S(=O)(c1ccc(OCC(O)CN2CCCCC2)cc1)N1CCOCC1 (stereo unspecified) | 102 | 29 | 6 | -5 | 10
14 | Cn1c(SCC(=O)N2CCOCC2)nc(O)cc1=O | 104 | 1 | 8 | -1 | -2
15 | COc1cc(C(=O)N(c2ccc(C)c(C)c2)C2C=CS(=O)(=O)C2)cc(OC)c1OC (stereo unspecified) | 107 | -100 | 6 | -2 | 1
16 | Nc1cccc(S(=O)(=O)Nc2ccccc2)c1 | 106 | 40 | -9 | -10 | -5

no. | IDE cell activ | p-CIP stab down | CRFBP-R2 agonist | IDE cell inh
3 | 2 | 22 | 1.7 | 2
4 | 4 | . | 0.4 | 0
5 | 0 | -1 | -0.1 | .
6 | 0 | 5 | -0.7 | 6
7 | 4 | -3 | 0.9 | -1
8 | 1 | . | -0.7 | 7
9 | 2 | -6 | -0.8 | -12
10 | 1 | -3 | 3.9 | 1
11 | -2 | -12 | -2.5 | 5
12 | 0 | 0 | 0.2 | 2
13 | -3 | 5 | -1.8 | 0
14 | 0 | -3 | -1.1 | 1
15 | 2 | -6 | -2.2 | 4
16 | 0 | -4 | 0.5 | -2

Further entries.
no. | Molecule | MEKK3 PB1 HTS | PHOSPHO1 inh | CRFR2-BP antag | GalR3 antagonist | M4 PAM
17 | CCN1C(=O)[C@H]2[C@@H](c3ccc(C)cc3)N[C@]3(CCCN(Cc4ccc(F)cc4)C3=O)[C@H]2C1=O | . | . | 5 | -7 | -3
18 | COc1cc(C)c(Cl)cc1S(=O)(=O)n1cnc(C)c1 | 97 | 6 | -1 | -12 | 1
19 | O=C1c2ccccc2C(=O)N1CCn1nc(Cl)nc1Cl | 98 | -25 | -1 | 3 | 3
20 | CCC(C)[C@H](NC(=O)[C@@H]1Cc2c([nH]c3ccccc23)C2c3ccccc3C(=O)N21)C(=O)N1CCC[C@@H]1C(=O)O (stereo partly specified) | 101 | 8 | 10 | -4 | -4
21 | Cc1sc(NC(=O)CCCC(=O)O)c(C#N)c1C | 102 | -3 | 1 | -4 | -2
22 | O=C(/C=C/c1ccccc1[N+](=O)[O-])N1CCOCC1 | 102 | 9 | 63* | -7 | -3
23 | C=C1CC2C=C(NC(C)=O)CC(C1)C2 (stereo unspecified) | 100 | -16 | 2 | -3 | 13
24 | COc1ccc(NC(=O)c2ccccc2F)cc1Cl | 85 | 0 | -3 | -5 | 0
25 | Cn1c(-c2ccc(F)cc2)cnc1NCc1cc2c(cc1[N+](=O)[O-])OCO2 | 99 | -11 | -7 | -3 | 10
26 | O=C(CN1CCSc2ccccc21)NCCCc1ccccc1 | 96 | 9 | 4 | 0 | 0
27 | CC(C)CC(=O)c1c[nH]c(C(=O)NCCCN2CCOCC2)c1 | 101 | -8 | 7 | -5 | 8

no. | IDE cell activ | p-CIP stab down | CRFBP-R2 agonist | IDE cell inh
17 | . | . | -0.6 | .
18 | 0 | 2 | -0.5 | 2
19 | 6 | -8 | 2.4 | 9
20 | 3 | 8 | -0.6 | 1
21 | 3 | -5 | 1.2 | -4
22 | 0 | 8 | -0.2 | 1
23 | -2 | 5 | -3.0 | 2
24 | 0 | 5 | -1.6 | 1
25 | -6 | -19 | 6.4 | -6
26 | 3 | 8 | -0.2 | 4
27 | 4 | -1 | 0.2 | -3

Screening data from PubChem BioAssay.
